OXTR potentiator = potentiates the human oxytocin receptor response | P30559 | CHO-OTR cells, Fluo-8 calcium fluorescence, potentiator mode; 0% = oxytocin EC15, 100% = EC100 | activation, % at 3 µM | 320,000 compounds, 0.061% hits | AID 2445;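 active = activation above that plate's cutoff, the mean activation of tested compounds plus 3 SD, cut at about 6.6% in these data, passing the limit was not always enough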;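 note: 100% uses oxytocin at 75 nM as the full agonist control; some results filed as inactive read as strong as hits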
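Dosing: Single dose, 3.0 µM nominal final compound concentration | Material: Human OTR in CHO cells | Technique: Kinetic Fluo-8 calcium fluorescence | Benchmarks: EC15 oxytocin alone as 0%, 75 nM oxytocin as 100% | Probe or stimulus: Oxytocin at about EC15, sub-maximal agonist stimulus | Incubation: Compound 6 min at room temperature before oxytocin, 100 s read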
M4 antag = antagonists of human muscarinic M4 receptor (CHRM4). P08173. CHO-hM4 cells, ACh EC80, Fluo-8 calcium fluorescence. inhibition, % at 3 µM. 360,000 compounds, 0.73% hits;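 active = inhibition above its plate's cutoff, the mean inhibition of sample wells plus 3 SD, cut at about 27% in these data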;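 note: 0% = acetylcholine EC80 with DMSO and 100% = DMSO without agonist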
Target sequence (P08173 whole entry, looked up): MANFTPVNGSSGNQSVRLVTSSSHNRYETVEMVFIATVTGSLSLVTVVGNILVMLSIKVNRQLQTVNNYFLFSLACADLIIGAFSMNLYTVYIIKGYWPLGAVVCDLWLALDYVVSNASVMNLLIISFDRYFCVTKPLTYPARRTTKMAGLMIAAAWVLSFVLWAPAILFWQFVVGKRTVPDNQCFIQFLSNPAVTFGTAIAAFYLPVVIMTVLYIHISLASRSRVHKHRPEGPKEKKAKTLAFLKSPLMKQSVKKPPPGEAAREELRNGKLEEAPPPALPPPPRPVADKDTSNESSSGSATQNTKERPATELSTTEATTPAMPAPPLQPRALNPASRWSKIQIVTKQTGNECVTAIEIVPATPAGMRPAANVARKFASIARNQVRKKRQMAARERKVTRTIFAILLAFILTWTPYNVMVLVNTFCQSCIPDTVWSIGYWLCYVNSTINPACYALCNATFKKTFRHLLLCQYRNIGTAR
M4 ag = CHRM4 agonism in calcium assay; P08173; CHO-K1 hM4/Gqi5, Fluo-8 calcium fluorescence; vehicle 0%, full acetylcholine response 100%; activation, % at 3 µM; 360,000 compounds, 0.14% hits; AID 624127;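 active = activation above the run mean over all test wells plus 3 SD, cut at about 32% in these data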;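 note: peak over basal fluorescence ratio per well then scaled between controls; 0% = DMSO wells and 100% = acetylcholine at EC100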
CHO-K1 Ca ag = nonselective activator or artifact in parental CHO-K1 cells | Fluo-8 calcium fluorescence; scaled to maximal ATP response, vehicle zero | AID 602248 | activation, % at 3 µM | 360,000 compounds, 0.48% hits; in the data active = activation above about 15%;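 note: untransfected CHO-K1 host cells lacking M1 receptor as counterscreen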
M1 antag = human CHRM1 antagonism; AID 588852; CHO-K1 hM1, Fluo-8 calcium fluorescence, ACh EC80 antagonist; 360,000 compounds, 1.3% hits; inhibition, % at 3 µM;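 active = percent inhibition above its own plate's cutoff, namely the mean of that plate's compound wells plus 3 SD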;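 note: peak over basal fluorescence ratio during 140 s after agonist addition; 0% = ACh EC80 plus DMSO and 100% = DMSO alone without agonist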
Target sequence (P11229 whole entry, looked up): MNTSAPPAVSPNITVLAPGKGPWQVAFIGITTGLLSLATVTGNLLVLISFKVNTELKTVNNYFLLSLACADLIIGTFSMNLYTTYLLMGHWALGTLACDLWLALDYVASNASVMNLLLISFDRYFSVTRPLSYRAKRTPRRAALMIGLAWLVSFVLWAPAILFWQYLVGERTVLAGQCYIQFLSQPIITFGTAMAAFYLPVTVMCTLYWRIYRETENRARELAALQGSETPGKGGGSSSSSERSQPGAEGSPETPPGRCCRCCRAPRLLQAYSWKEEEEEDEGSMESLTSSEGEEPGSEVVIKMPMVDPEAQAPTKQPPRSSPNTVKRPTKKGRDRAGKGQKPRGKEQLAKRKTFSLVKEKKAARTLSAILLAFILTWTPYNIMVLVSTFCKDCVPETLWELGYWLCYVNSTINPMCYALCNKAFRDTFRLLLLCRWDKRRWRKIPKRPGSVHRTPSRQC
M1 PAM = potentiates human M1 receptor response to acetylcholine | activation, % at 3 µM | AID 588819 | 360,000 compounds, 0.088% hits | P11229 | CHO-K1 hM1, Fluo-8 calcium fluorescence, ACh EC20; 0% = ACh EC20, 100% = maximal ACh; in the data active = activation above about 19%, passing the limit was not always enough
CHO-K1 Ca antag = M1 antagonist counterscreen hit in parental CHO-K1 cells; ATP-induced calcium, Fluo-8 fluorescence; inhibition, % at 3 µM; 360,000 compounds, 0.6% hits; AID 602250;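 active = inhibition above a per-plate cutoff, the plate's mean sample inhibition plus 3 SD, cut at about 24% in these data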;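 note: 0% = DMSO plus EC80 ATP and 100% = DMSO alone without ATP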
M1 ag = activates human CHRM1 receptor; P11229; CHO-K1 hM1, Fluo-8 calcium fluorescence, agonist mode; 0% DMSO, 100% acetylcholine EC100; activation, % at 3 µM; 360,000 compounds, 0.33% hits;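 active = activation above the run's mean compound activation plus 3 SD, cut at about 16% in these data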;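 note: peak over basal fluorescence ratio within a 140 s kinetic read after compound addition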
CHO parental Ca = signal in parental CHO cells, OX1R antagonist counter-screen. parental CHO-K1, ATP-induced calcium, Fluo-8 fluorescence. inhibition, % at 5.6 µM. 330,000 compounds, 0.63% hits. AID 463079;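 active = inhibition above that plate's mean sample inhibition plus 3 SD, cut at about 26% in these data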;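 note: 0% = ATP-challenged DMSO wells and 100% = DMSO wells without ATP; some compounds past the cut are filed as inactive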
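Measured by: calcium-sensitive Fluo-8 fluorescence / Test system: CHO parental line / Controls: ATP-challenged DMSO wells low, unchallenged DMSO wells high / Measure: % inhibition / Compound: single nominal dose of 5.6 µM per compound / Replicates: single well per compound, no replicates / Reagent: ATP as calcium-mobilizing challenge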
* = called active by the depositor; . = not tested or not shown. Outcome played no part in choosing rows; overall some 2.9% were active at least once.

SMILES	OXTR potentiator	M4 antag	M4 ag	CHO-K1 Ca ag	M1 antag	M1 PAM	CHO-K1 Ca antag	M1 ag	CHO parental Ca
COC(=O)[C@H](CC(C)C)NC(=O)Cn1cnc(C(=O)Nc2ccc(C)c(C)c2)n1	.	-6	2	2.3	-14	9	-21	0	-16
Cc1[nH]c2ccccc2c1/C=N/Nc1ccc([N+](=O)[O-])cc1	-6	13	16	21*	35*	-10	34*	16*	57*
CCCCOC(=O)n1c(SCC(=O)N(CC)CC)nc2ccccc21	1	-1	1	2.9	9	-8	-6	-5	-10
O=C(CNS(=O)(=O)c1cccs1)Nc1ccc2c(c1)OCCO2	-4	8	0	0.3	-6	6	-2	-4	2
CCC(C)(C)n1nnnc1C(c1ccccc1)N1CCc2ccccc2C1 (stereo unspecified)	-3	7	0	1.1	-4	3	1	-5	-4
CCN(CC)S(=O)(=O)c1ccc2oc(C(=O)NCc3ccc(C)cc3)c(C)c2c1	-5	-3	4	4.9	10	-6	-9	-6	9
CCN1C(=O)[C@@H]2[C@@H](c3ccc(-c4ccc(Cl)c(Cl)c4)c(OC)c3)N3CCCC[C@@]3(C(=O)OC)[C@@H]2C1=O	2	6	1	0.4	-4	8	-9	-3	-19
CCC1(CC)NC(=O)N(CC(=O)OCc2nc3cc(C(=O)OC)ccc3c(=O)[nH]2)C1=O	-1	2	2	2.9	-3	5	-16	-4	-12
CC(=O)N1CCN(S(=O)(=O)c2cccc(C(=O)OCC(=O)NCc3ccccc3Cl)c2)CC1	.	-7	3	1.1	-9	2	-12	-2	.
O=C(Nc1ccccc1)N1CCCN(Cc2c(F)cccc2Cl)CC1	-6	0	1	1.5	-14	12	-1	-7	-6
Cc1cccc(N2CCN(C(=O)c3cc4c(=O)n(C)c5ccccc5c4n3C)CC2)c1C	0	5	0	0.1	-18	11	-3	-2	-29
O=CNc1ccc2c(c1)Cc1cc([N+](=O)[O-])ccc1-2	.	7	8	0.5	-2	-1	-8	-2	.
O=C(CN1CCN(S(=O)(=O)c2ccc(Br)cc2)CC1)N/N=C/c1cccnc1	-5	-3	3	1.3	-7	3	-6	-6	-6
CCOc1ccc(Br)cc1S(=O)(=O)N1CCCC1	-2	5	1	-0.1	6	0	-11	-3	10
Cc1nc(C)c(C(=O)N/N=C/c2c[nH]c3ccccc23)s1	-7	8	1	0.5	12	-1	5	-2	-9
C=CCOc1ccc(C=CC(=O)c2c(O)c(OC)c(OC)c(OC)c2OC)cc1	.	18	10	4.2	20	-7	16	-3	.
O=c1[nH]ncc(NCc2ccc(Cl)cc2)c1Cl	3	-9	4	2.0	-2	9	-9	-2	-3
CC(C)C[C@H](NC(=O)OC(C)(C)C)c1nnc(SCc2ccccc2)o1	-6	-1	-4	0.0	-5	-7	8	-7	15
CC(=O)C[C@@H](O)CC(=O)[C@@H]1OC(=O)[C@H](C)C/C=C\Cc2ccccc21	-10	-13	2	-0.1	6	0	-15	-2	4
O=Cc1ccc(-n2cccn2)cc1	5	-6	0	0.8	10	0	-2	1	3
COc1ccc(C2C(C(=O)N3CCN(c4ccccc4)CC3)c3ccccc3C(=O)N2C)cc1 (stereo unspecified)	-6	-2	6	3.0	-2	-1	-7	0	-9
O=C(CN(c1ccccc1)S(=O)(=O)c1ccccc1)Nc1ccc(F)cc1	-20	-8	3	1.9	2	1	-7	-5	-23
COc1ccc(C(CNC(=O)CCNS(=O)(=O)c2ccc(Br)cc2)N2CCOCC2)cc1 (stereo unspecified)	.	6	0	0.6	-9	6	-20	-6	.
CCOC(=O)C(=CNc1ccc2c(c1)nnn2-c1ccc(Cl)cc1)C(=O)OCC	-12	6	-2	0.8	-5	4	-10	-1	-9
Cc1ccc(S(=O)(=O)NC(=O)Nc2ccc(C)cc2C)cc1	.	-5	1	0.8	-1	5	-16	-4	.

Overlap with the part before: 4 entries, then new ones.
SMILES	OXTR potentiator	M4 antag	M4 ag	CHO-K1 Ca ag	M1 antag	M1 PAM	CHO-K1 Ca antag	M1 ag	CHO parental Ca
O=C(CN(c1ccccc1)S(=O)(=O)c1ccccc1)Nc1ccc(F)cc1	-20	-8	3	1.9	2	1	-7	-5	-23
COc1ccc(C(CNC(=O)CCNS(=O)(=O)c2ccc(Br)cc2)N2CCOCC2)cc1 (stereo unspecified)	.	6	0	0.6	-9	6	-20	-6	.
CCOC(=O)C(=CNc1ccc2c(c1)nnn2-c1ccc(Cl)cc1)C(=O)OCC	-12	6	-2	0.8	-5	4	-10	-1	-9
Cc1ccc(S(=O)(=O)NC(=O)Nc2ccc(C)cc2C)cc1	.	-5	1	0.8	-1	5	-16	-4	.
CCN1C(=O)Cc2cc(S(=O)(=O)NCCc3ccccc3)ccc21	-10	1	5	2.3	9	-1	-15	-1	-17
COc1ccc(NC(=O)COc2coc(CN3CCN(c4ccccc4)CC3)cc2=O)cc1	-8	-8	1	0.5	-13	15	11	-2	-14
COc1ccccc1NS(=O)(=O)c1ccc(NC(C)=O)cc1	0	3	4	1.9	-12	7	-6	-1	4
COc1ccc([C@H]2CC(=O)C=C(c3cccc(CO)c3)C2)cc1	-6	-1	9	3.3	-5	5	-12	0	6
O=C(NC1CCCc2ccccc21)c1cc(F)cc(F)c1 (stereo unspecified)	-7	0	-1	-1.9	-12	18	-12	-7	-8
N#CC1(C#N)C(c2ccccc2)OC23CCCCCC2C1(C#N)C(=N)O3 (stereo unspecified)	4	-1	0	0.2	-6	5	4	-2	-22
N=c1c(C(=O)NCc2ccco2)cc2c(=O)n3ccccc3nc2n1CCc1ccccc1	-7	-1	1	0.1	1	0	-6	-6	-28
Cc1ccc(C)c(C(=O)CN2C(=O)NC3(CCC(C)CC3)C2=O)c1 (stereo unspecified)	-7	-6	-2	0.2	-8	9	-8	-8	-16
CN1CCN(S(=O)(=O)c2ccc(NC(=O)c3ccc(Br)s3)cc2)CC1	-10	4	6	1.6	5	1	-2	-6	-11
CC1CCC(NC(=O)c2ccc3snnc3c2)CC1 (stereo unspecified)	-4	-3	1	0.4	6	0	15	-4	-5
CCCn1c(SCC(=O)Nc2ccc(Cl)cc2)n[nH]c1=O	4	0	4	0.7	14	-5	-4	-5	-12
CC(C)OCCCNC(=S)Nc1ccc2nc3n(c(=O)c2c1)CCCCC3	-2	-2	2	1.4	-3	8	-16	0	-4
CCOC(=O)c1cnc2c(Cl)cc(Cl)cc2c1NCCOCCO	-1	-16	7	6.8	-16	5	-3	-8	-14
O=C1Nc2ccc([N+](=O)[O-])cc2OC1CCN1CCN(Cc2ccc3c(c2)OCO3)CC1 (stereo unspecified)	-8	-5	2	0.7	-10	11	-4	6	3
Cc1ccc(-c2c(C)n([O-])c3c([n+]2=O)CCCC3)cc1	-11	-5	0	0.0	0	0	-2	-1	11
CCc1nnc(NC(=O)c2ccc(OC)cc2OC)s1	1	7	1	0.8	-5	4	-14	-4	-14
COc1ccc(N2CCN(S(=O)(=O)c3cccs3)CC2)cc1	-14	-4	3	0.8	11	2	-6	-1	-5
COc1ccc(CCNC(=O)CCNS(=O)(=O)c2cccc3nsnc23)cc1OC	-12	10	1	-0.1	-7	7	-1	-3	-18
Cc1ccc(COc2ccsc2C(=O)O)cc1	.	-14	1	15*	-9	13	0	-7	.
Cc1c(OC(C)C(=O)NCCN2CCOCC2)ccc2c3c(c(=O)oc12)CCCC3 (stereo unspecified)	-5	4	2	1.6	-4	3	-16	-4	-25
CN(CC(=O)Nc1cccc(F)c1)C(=O)c1cc(S(=O)(=O)N(C)C)ccc1N1CCCC1	-6	-1	8	3.3	3	4	-1	-1	-10
O=S(=O)(c1ccccc1)N1CCNCC1	2	2	0	0.4	0	1	-2	-5	-7
O=C(Nc1ccc2oc(=O)ccc2c1)c1ccc(-c2cccc([N+](=O)[O-])c2)o1	1	-12	5	0.9	-18	10	-12	-2	-14
Cc1cccc(N2C(=O)C3C4C=CC(C5CC45)C3C2=O)n1 (stereo unspecified)	-3	4	0	1.2	-1	3	-8	-3	-14
CCOC(=O)C1C(c2ccc(O)c(O)c2)NC(=S)NC1(O)C(F)(F)F (stereo unspecified)	-4	-4	0	0.0	-5	3	7	-5	-11

Continuation.
SMILES	OXTR potentiator	M4 antag	M4 ag	CHO-K1 Ca ag	M1 antag	M1 PAM	CHO-K1 Ca antag	M1 ag	CHO parental Ca
COc1ccc(NC2CCCN(C(=O)CCc3cccc(F)c3)C2)cc1 (stereo unspecified)	2	-28	2	1.1	-6	4	-11	-3	-1
Cc1ccc2oc(=O)c3cnn(CC(=O)NC4CCN(Cc5ccccc5)CC4)c3c2c1	-3	7	0	1.3	-12	5	-15	-9	-9
CCOC(=O)C1CCCN(C(=S)Nc2ccc(S(=O)(=O)N3CCOCC3)cc2)C1 (stereo unspecified)	-10	0	6	0.7	54*	-30	-10	63*	0
COc1cc2[nH]c(C(=O)Nc3ccc4c(c3)OCCO4)cc2c(OC)c1OC	2	-10	7	3.3	-11	5	-10	-4	-14
COC(=O)c1ccc(COC(=O)c2c(C)nn(Cc3ccccc3Cl)c2Cl)o1	-3	-1	0	0.5	-3	-4	-9	-6	-20
CCC(=O)Nc1cccc(NC(=S)NC(=O)c2ccc(Cl)cc2)c1	-10	-1	3	4.5	-7	4	-10	-4	-7
CCCSc1nnc(NC(=O)Nc2ccccc2)s1	-4	-5	3	2.5	-8	7	-3	1	-15
CN(C)S(=O)(=O)N1CCc2ccc(NC(=O)C3CCCO3)cc2C1 (stereo unspecified)	.	-4	0	0.3	-13	12	-13	-5	.
Cc1ccc2[nH]c3c(=O)n(CC(=O)NCCc4ccc(Cl)cc4)ncc3c2c1	-7	-7	1	0.7	-18	9	-8	-1	2
CC(=O)C1=C(C)NC(=O)NC1c1cccc(O)c1 (stereo unspecified)	-7	3	0	-0.3	-3	5	19	-3	-8
Nc1nc2c(s1)COc1ccccc1-2	1	-8	1	0.3	-5	3	-11	-3	-12
O=C1NC2(CCSC2)C(=O)N1CC(=O)N(Cc1ccccc1)C1CCS(=O)(=O)C1 (stereo unspecified)	-2	4	0	0.4	-24	6	1	-3	-7
Cn1nnnc1Sc1ncnc2scc(-c3cccc(F)c3)c12	-1	1	2	0.3	2	5	-12	-11	-20
O=C1/C(=C\c2ccc3ccccc3c2)CCCc2ccccc21	-7	-6	0	1.0	-6	5	-10	-2	-14
COc1ccc(OCc2nnc(SCC(=O)Nc3ccccc3F)o2)cc1	-6	4	2	0.4	8	-7	5	-3	-5
Cc1sc(NC(=O)c2ccc(=O)n(C)n2)nc1-c1ccccc1	-2	4	2	1.7	1	1	-10	-3	-10
c1ccc(-c2ccnc3ncnn23)nc1	0	-10	1	-0.1	-2	7	1	-6	7
CC(C)(C)c1nc(CN2CCCCC2)cc(CN2CCCCC2)c1O	-9	-3	2	0.9	10	-11	0	-6	-14
CN1CCN(c2nc3cc(N4CCOCC4)ccc3s2)CC1	.	3	2	0.2	1	0	-1	-4	.
CCOC(=O)c1c(C(C#N)C#N)cc(C)nc1C	-4	7	1	-0.1	-3	7	-5	-2	-2

Screening results deposited in PubChem by The Scripps Research Institute Molecular Screening Center.
